# Screening results (PubChem BioAssay)
# IDE cell inh: inhibitors of human insulin-degrading enzyme in cells. P14735. 320,000 tested, 0.41% active. HEK cells, FAbetaB cleavage, fluorescence polarization. AID 434962. inhibition, % at 5.59 µM;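 active = percent inhibition above the average of all tested compounds plus 3 SD, set per screening campaign, cut at about 16% in these data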;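 note: IDE supplied by intact live HEK cells; FP after avidin binding of uncleaved biotin substrate so inhibition keeps polarization high; 0% = DMSO wells and 100% = 60 µM reference IDE inhibitor Ii1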
# M18AAP inhibitor: blocks P. falciparum M18 aspartyl aminopeptidase. recombinant PfM18AAP, H-Glu-NHMec fluorogenic cleavage. inhibition, % at 7.35 µM. 290,000 tested, 1.2% active. AID 1822;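 active = inhibition above the campaign mean inhibition over all tested compounds plus 3 SD, cut at about 28% in these data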;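 note: 0% = plate median of test compound wells and 100% = 2 mM ZnCl2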
# VIM-2 inh: blocks Pseudomonas aeruginosa VIM-2 metallo-beta-lactamase; inhibition, % at 5.6 µM; purified VIM-2, nitrocefin hydrolysis, epi-absorbance fluorescence; 290,000 tested, 0.89% active;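 active = inhibition above the mean of all tested compounds plus 3 SD, cutoff set per screening run, cut at about 7.5% in these data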;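 note: red hydrolysis product quenches plate fluorescence so inhibitors raise well fluorescence; 0% = enzyme with DMSO and 100% = DMSO without enzyme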
# PHOSPHO1 inh: inhibitors of human PHOSPHO1 phosphatase; recombinant PHOSPHO1, absorbance phosphatase assay; 290,000 tested, 1.1% active; inhibition, % at 13.3 µM; in the data active = inhibition above about 60%
# Target sequence (Q8TCT1 whole entry, looked up): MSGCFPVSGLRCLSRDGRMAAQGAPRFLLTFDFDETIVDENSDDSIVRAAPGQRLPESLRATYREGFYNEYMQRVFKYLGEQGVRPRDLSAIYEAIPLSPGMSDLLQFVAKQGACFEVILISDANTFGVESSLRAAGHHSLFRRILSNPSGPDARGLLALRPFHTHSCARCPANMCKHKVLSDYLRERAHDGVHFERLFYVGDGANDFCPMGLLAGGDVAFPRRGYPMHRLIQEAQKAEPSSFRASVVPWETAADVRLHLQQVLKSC
# IDE act: boosts human insulin-degrading enzyme activity in HEK cells | FAbeta-B cleavage, fluorescence polarization; 0% vehicle, 100% cell-free pure enzyme wells | activation, % at 5.96 µM | 340,000 tested, 0.073% active | AID 493087;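 active = activation above the mean of all tested compounds plus 3 SD, set per screening campaign, cut at about 17% in these data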
# NALP1 inh: inhibitors of NALP1 inflammasome in yeast; S. cerevisiae NALP1/ASC/caspase-1 growth, X-gal OD620, 72 h; inhibition, % at 10 µM; 280,000 tested, 0.61% active; in the data active = inhibition mostly above about 24%, no sharp cut-off; inactive = mostly below about 32%; note: some compounds called inactive have numbers as strong as hits
# GPR7 antagonist: human neuropeptides B/W receptor 1 antagonism. 290,000 tested, 1.1% active. GPR7-expressing cells, fluorescence antagonist assay. inhibition, % at 4.4 µM. P48145; in the data active = inhibition above about 16%, passing the limit was not always enough;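 note: cells stimulated with the agonist NPW; 0% = agonist with vehicle and 100% = vehicle without agonist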
# Target sequence (P48145 whole entry, looked up): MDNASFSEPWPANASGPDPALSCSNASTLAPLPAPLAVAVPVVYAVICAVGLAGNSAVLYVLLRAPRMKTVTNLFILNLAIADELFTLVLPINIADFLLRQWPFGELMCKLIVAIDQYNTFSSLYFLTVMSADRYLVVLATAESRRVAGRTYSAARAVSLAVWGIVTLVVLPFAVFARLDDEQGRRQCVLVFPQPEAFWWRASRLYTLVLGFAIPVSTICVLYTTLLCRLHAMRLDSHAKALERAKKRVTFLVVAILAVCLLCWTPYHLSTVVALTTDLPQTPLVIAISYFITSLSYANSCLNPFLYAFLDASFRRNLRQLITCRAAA
# IMP-1 inh: inhibitors of Pseudomonas aeruginosa IMP-1 metallo-beta-lactamase; inhibition, % at 5.6 µM; 290,000 tested, 0.45% active; AID 1556; purified IMP-1, nitrocefin hydrolysis, epi-absorbance fluorescence;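 active = inhibition above the mean plus 3 SD of all compounds in the same screening run, cut at about 4.5% in these data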;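 note: 0% = IMP-1 with DMSO and 100% = DMSO wells lacking enzyme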
#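 Test system: recombinant IMP-1 enzyme, purified / Medium: HEPES buffer pH 7.1 with ZnSO4 and Brij 35 / Doses: single dose, 5.6 µM / Times: 25 °C, 15 min preincubation, 25 min reaction / Detection: Epi-absorbance via hydrolysed-nitrocefin quenching of white-plate fluorescence, 480/530 nm, EDTA stop / Evaluation: percent inhibition from optical density relative to buffer-blank wells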
# pCIP destab: p/CIP protein destabilization; AID 1984; 290,000 tested, 0.01% active; F442A p/CIP-EGFP cells, EGFP fluorescence, 16 h; decrease of EGFP signal, % at 10 µM; Q05BA5;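 active = EGFP signal decrease of at least 30% at 10 µM or well 3 SD below plate mean, unless failing retest; inactive = the rest, including hits failing retest or dose response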; note: some compounds called inactive have numbers as strong as hits; many of its hits are not listed in these tables
# The depositor's hits bear a star; . = not tested or not shown.
IDE cell inh	M18AAP inhibitor	VIM-2 inh	PHOSPHO1 inh	IDE act	NALP1 inh	GPR7 antagonist	IMP-1 inh	pCIP destab	structure
6.3	0.8	-1.5	24.6	.	-29.1	-14.3	-2.9	-8.8	c1ccc(-c2nnc(N3CCN(c4ccccc4)CC3)nc2-c2ccccc2)cc1
7.9	-10.4	9.8*	1.6	0.1	25.5	-3.9	0.2	2.7	CN(C)CCSc1nc(-c2ccccc2)nc2c1CCC2
9.6	7.0	-2.2	51.9	9.2	-1.1	-6.1	-2.4	-5.1	CN(C)C(=O)CN1C(=O)NC2(CCCc3ccccc32)C1=O (centres undefined)
-3.9	-9.1	-5.1	23.8	-1.1	2.6	-0.3	-2.9	-1.4	Cc1nnc(NC(=O)c2ccc(S(=O)(=O)N3CC(C)OC(C)C3)cc2)o1 (centres undefined)
-1.7	-4.1	0.2	27.6	-0.9	2.2	-17.5	-2.7	2.7	CCOC(=O)c1nnc(-c2ccc(C)cc2)nc1Oc1ccc(Cl)cc1Cl
-4.5	-15.8	0.5	29.0	.	16.4	-14.5	-1.2	7.0	O=C(CCC1CCCNC1)c1ccccc1 (centres undefined)
4.0	-5.1	-2.6	4.9	-4.4	30.7	-6.1	-5.0	-47.3	Cc1cc(C)c[n+](-c2nc3ccccc3nc2[N-]S(=O)(=O)c2ccc(Br)s2)c1
1.0	25.0	-0.6	-1.8	0.1	33.3	-6.6	0.2	-4.6	CCN(CC)S(=O)(=O)c1ccc(N=NC2=C(O)CCCC2=O)cc1
0.9	-3.6	-3.5	-2.1	5.6	-5.6	-2.7	2.1	-2.5	CNS(=O)(=O)c1cccc(C(=O)Nc2cccc(Cl)c2)c1
-4.2	-3.1	3.8	-13.0	.	2.1	-6.0	1.2	-8.4	O=C(Nc1ccccc1)O[C@@H]1C[C@H]2CCC(=O)N3CC[C@@H](C1)[C@@H]23
5.8	0.6	-2.0	20.6	-2.8	7.1	-8.8	-3.4	-4.6	CS(=O)(=O)c1cnc(-c2cccnc2)nc1N
0.3	-7.4	-2.0	-28.3	3.6	12.3	-6.8	-6.0	-7.0	CC12CCC(C(=O)Nc3cccc(NC(=O)C45CCC(C)(C(=O)O4)C5(C)C)n3)(OC1=O)C2(C)C
-1.2	-3.0	-3.6	38.2	7.2	2.1	6.1	-1.4	-10.2	O=S(=O)(c1ccc2nc(N3CCN(c4ccccc4)CC3)ccc2c1)N1CCCCC1
-0.2	7.3	-2.4	0.1	4.2	4.8	-8.7	-2.9	0.0	O=C1C=C(c2cccs2)C[C@H](c2ccccc2)[C@H]1n1nnc([N+](=O)[O-])n1
6.4	9.5	-2.2	-15.8	4.2	5.1	5.8	0.7	21.1	Cc1ccccc1NC(=O)N1CCCC1C(=O)NCc1cccs1 (centres undefined)
1.1	1.7	-2.2	15.6	2.3	16.9	2.4	-2.0	10.4	CN1CCN(C(=O)c2ccc(N(Cc3ccccc3Cl)S(C)(=O)=O)cc2)CC1
-1.7	1.2	-1.0	5.8	3.2	8.1	-10.5	-2.4	-1.0	COCC(C)NCc1ccccc1C (centres undefined)
1.2	2.3	-1.7	-1.8	5.2	27.4	22.9	-3.3	-11.2	CCc1ccccc1OCC(=O)N(CC)CC(=O)NCc1ccc(F)cc1
-3.9	10.9	-3.9	27.6	0.2	5.9	-4.6	-3.9	-5.2	CN(C)c1ccc(CNC2CC(C)(C)NC(C)(C)C2)cc1
-0.9	2.6	-0.1	-13.5	2.6	7.1	5.5	-0.6	2.0	COc1ccc(C2CCCN2C(=O)Nc2ccc(F)cc2)cc1OC (centres undefined)
0.5	1.9	-2.2	0.6	3.6	3.2	-0.7	-2.1	-11.9	Cc1ccc(NC(=O)C(C)[n+]2ccccc2)cc1[N+](=O)[O-] (centres undefined)
5.3	-11.1	1.9	32.2	8.9	.	-10.9	-3.7	-12.5	COc1ccc(Cn2c(-c3ccco3)nc3c(c(=O)c4ccccc4n3C)c2=O)cc1
6.2	-1.1	-0.6	18.0	-5.6	-2.8	-3.5	-1.0	-12.9	O=C(NCc1cccnc1)c1ccc(COc2ccc(Cl)cc2)cc1
-9.2	-2.7	-2.5	36.8	1.0	-1.8	-3.5	-1.8	1.7	O=C1OC(NCc2cccnc2)(c2ccc(Cl)cc2)c2ccccc21 (centres undefined)
-3.4	-1.3	-0.1	27.6	-1.7	0.2	17.1	-1.4	-10.7	N#Cc1c(-c2ccccc2)ccn(Cc2cccc(Cl)c2)c1=O

IDE cell inh	M18AAP inhibitor	VIM-2 inh	PHOSPHO1 inh	IDE act	NALP1 inh	GPR7 antagonist	IMP-1 inh	pCIP destab	structure
-2.6	-10.8	-0.1	-6.6	2.1	7.0	-9.2	-3.8	7.1	O=C(NCc1ccco1)c1cc(-c2ccncc2)nc2ccccc12
1.0	-9.2	-1.6	6.6	4.6	1.3	-17.0	-2.6	1.9	CS(=O)(=O)c1ccc(Cl)c(NC(=O)Cc2ccccc2F)c1
11.1	-12.0	1.1	43.3	0.1	4.2	-6.7	-2.4	-4.5	COc1cc(C(=O)Sc2ccc(Cl)cc2)cc(OC)c1OC
-2.4	0.7	0.6	31.2	1.3	29.7	-7.2	-3.7	2.4	Cc1cccc(N=C2NC(=O)CS2)c1C
3.0	-3.5	-4.3	-9.7	8.3	4.1	-6.3	-5.8	-5.3	CC(=O)Nc1ccc(/C(C)=N/Nc2nc(N3CCOCC3)nc(N3CCOCC3)n2)cc1
-4.8	-8.6	-3.0	29.9	1.3	13.5	8.3	-4.2	-4.4	CN(N=Nc1cccc([N+](=O)[O-])c1)c1ccccc1
9.6	16.1	-4.1	7.2	-8.7	-19.0	-6.3	-4.8	3.7	CCc1ccc[n+](-c2[nH]c(=O)sc2/C=N/N=C(\[O-])c2cccnc2)c1
4.8	15.5	-2.0	-3.0	2.0	9.1	-4.8	0.3	8.7	O=C(N/N=C/c1cccs1)c1ccc2nc[nH]c2c1
-5.1	-2.3	0.3	-4.4	6.1	5.5	10.9	0.8	0.5	O=C(NC1CCCCC1)C(c1ccccc1)N(Cc1ccc2c(c1)OCO2)C(=O)c1cnsn1 (centres undefined)
7.2	-2.0	-4.0	-3.3	8.1	5.5	-10.2	-2.4	7.8	Cc1cccnc1NC(=O)CSc1nnc(Cc2ccccc2)o1
-1.0	-1.6	-1.1	40.1	4.8	-8.9	-12.8	-1.8	5.5	O=C(CC1CCCCC1)Nc1ccc(-c2ccc3nncn3n2)cc1
2.4	7.4	-3.0	-14.2	0.8	2.8	-5.9	-2.5	-4.6	COc1ccccc1/C=C/C(=O)OCC(=O)Nc1c(F)cccc1F
-0.4	-0.6	-2.8	-10.8	3.7	3.4	-13.5	-2.6	-10.6	COc1cc(C(C(=O)NC2CCCC2)N(CCO)C(=O)Cn2nnc(-c3ccc(C)o3)n2)ccc1O (centres undefined)
-2.3	8.2	-1.5	-5.3	5.5	8.1	-4.9	-0.9	-7.7	Cc1ccc(OCC(=O)NNC(=O)c2cccnc2)cc1
-3.9	11.6	-3.4	-0.6	7.8	12.0	42.3*	1.1	-0.1	CCCCC(c1nnnn1C1CCCC1)N1CCN(C2CCCCC2)CC1 (centres undefined)
-5.5	1.0	-5.2	38.2	3.8	7.9	-5.7	-2.2	-7.8	CCc1ccc(-c2cc3c(=O)n(CC(=O)NCc4ccccc4F)ncn3n2)cc1
0.6	-0.5	-3.1	43.7	-2.0	-15.5	-13.6	-3.3	-3.6	C#CCOCCOCCOCCNc1nc(N2CCN(C(=O)[C@H](CCC(=O)O)n3cc(C(N)Cc4ccc(O)cc4)nn3)CC2)nc(N2CCN(C(=O)[C@H](Cc3cc4ccccc4[nH]3)n3cc(C(N)[C@H](C)CC)nn3)CC2)n1 (some centres undefined)
-0.7	0.1	-4.4	9.7	-0.5	16.0	-7.1	-3.5	-4.6	COc1cccc(Cn2cnc3c(NS(=O)(=O)c4ccc(Cl)cc4)c(C)c(C)cc32)c1
1.7	-8.0	0.6	10.6	3.3	-3.0	-2.7	-0.4	-2.8	O=C(O)CCCC(=O)Nc1ccc(Cl)cc1
-0.4	1.6	-7.1	6.3	2.6	8.4	-4.6	-5.6	-5.5	CCC(CCC(=O)Nc1cccc(C(=O)O)c1)C(=O)O (centres undefined)
1.1	-1.6	-2.4	-7.4	-0.5	15.4	-2.5	-3.2	10.2	O=C(C[n+]1cc(-c2ccc(F)cc2)n2c1CCC2)Nc1nc(-c2ccc(F)cc2)cs1
0.8	6.3	-2.3	35.6	8.2	9.9	-6.2	-3.0	-4.7	O=C(Nc1cccc2cccnc12)C1CCCC1
-8.3	-4.7	-2.2	26.7	0.2	6.0	0.3	-1.6	-3.9	COc1ccccc1C(=O)N/C(=C/c1ccccc1)C(=O)NC(CCSC)C(=O)O (centres undefined)
-0.2	-1.8	-1.7	-3.8	.	28.9	-10.6	-0.6	-2.5	CCCCCCN(C(=O)CCCCCN1C(=O)NC(c2ccc(-c3ccccc3)cc2)C(C(=O)OCc2ccccc2)=C1C)C(C(=O)NCCCC)c1ccc(OCC(=O)OC)cc1 (centres undefined)
-2.7	0.9	-3.2	4.0	-6.9	-29.8	-2.6	-0.6	11.2	CCOC(=O)C1C(c2ccc(OC)cc2)N(C)OC1(O)C(F)(F)F (centres undefined)

# Printed as active in GPR7 antagonist (from the list above):
IDE cell inh	M18AAP inhibitor	VIM-2 inh	PHOSPHO1 inh	IDE act	NALP1 inh	GPR7 antagonist	IMP-1 inh	pCIP destab	structure
-3.9	11.6	-3.4	-0.6	7.8	12.0	42.3*	1.1	-0.1	CCCCC(c1nnnn1C1CCCC1)N1CCN(C2CCCCC2)CC1 (centres undefined)

# (more compounds)
IDE cell inh	M18AAP inhibitor	VIM-2 inh	PHOSPHO1 inh	IDE act	NALP1 inh	GPR7 antagonist	IMP-1 inh	pCIP destab	structure
-1.9	0.9	-1.1	41.2	1.6	-14.1	-7.5	-1.1	5.3	O=C(Nc1cccc(O)c1)c1ccccc1[N+](=O)[O-]
7.4	-11.0	-2.8	10.6	7.2	-0.6	-17.2	-3.6	-6.2	Cc1nn(-c2ccccc2)c(Cl)c1/C=N/Nc1nncc(=O)[nH]1
8.2	-13.5	-3.7	54.6	4.7	5.9	0.6	-6.1	-5.6	CCC(C(=O)N1CCN(c2cccc(Cl)c2)CC1)c1ccccc1 (centres undefined)
-0.9	-13.9	-0.9	24.1	3.7	10.5	8.9	-1.1	-1.1	COc1ccc(C2=CSC3=NCCN23)cc1
-3.9	-0.7	-2.6	46.6	-2.1	2.9	-8.1	-4.0	-5.2	O=C(Nc1ccc(F)cc1)c1cccc(C(=O)Nc2ccc(F)cc2)c1
-2.5	4.5	-2.8	-112.2	4.5	8.3	-6.1	-2.7	0.2	COc1ccc(CNC(=O)c2c(O)c3ccccc3n(C)c2=O)cc1
.	1.7	-3.9	22.6	2.1	-3.0	-22.4	-4.5	5.5	C/C(CC(=O)Nc1ccc(C)c(Cl)c1)=N\NC(=O)c1ccncc1
4.8	3.8	0.7	28.4	0.1	31.5	5.1	-2.1	-3.9	O=C(O)c1ccccc1Nc1ccnc(C(F)(F)F)c1
-8.0	7.2	-1.0	2.5	16.3	60.6*	60.2*	-4.0	-16.3	CCCCCCCCCCOC(=O)Cn1c(COc2ccc(Cl)cc2)[n+](C)c2ccccc21
